mcGAS inh: inhibitors of mouse cGAS; AID 1259399; recombinant cGAS, Kinase-Glo ATP depletion luminescence; inhibition, % at 12.5 µM; Q8C6L5; 0.15% of 160,000 active;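 also: 0% = negative control wells and 100% = reference inhibitor with no enzyme activity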
NPYLR7 ag: activates Aedes aegypti NPYLR7 receptor. 0.15% of 270,000 active. AID 1259423. HEK293T NPYLR7/Galpha15, GCaMP6s calcium fluorescence. activation, % at 10 µM; in the data active = activation above about 40%;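 also: 0% = vehicle and 100% = reference agonist at the receptor; some compounds past the cut are filed as inactive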
hcGAS lum: human cGAS inhibition. recombinant h-cGAS, ATP depletion, Kinase-Glo luminescence. inhibition, % at 12.5 µM. 0.081% of 290,000 active. AID 1259398;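 also: 0% = vehicle reaction and 100% = reaction without DNA for no activity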
Target sequence (Q8N884 whole entry, looked up): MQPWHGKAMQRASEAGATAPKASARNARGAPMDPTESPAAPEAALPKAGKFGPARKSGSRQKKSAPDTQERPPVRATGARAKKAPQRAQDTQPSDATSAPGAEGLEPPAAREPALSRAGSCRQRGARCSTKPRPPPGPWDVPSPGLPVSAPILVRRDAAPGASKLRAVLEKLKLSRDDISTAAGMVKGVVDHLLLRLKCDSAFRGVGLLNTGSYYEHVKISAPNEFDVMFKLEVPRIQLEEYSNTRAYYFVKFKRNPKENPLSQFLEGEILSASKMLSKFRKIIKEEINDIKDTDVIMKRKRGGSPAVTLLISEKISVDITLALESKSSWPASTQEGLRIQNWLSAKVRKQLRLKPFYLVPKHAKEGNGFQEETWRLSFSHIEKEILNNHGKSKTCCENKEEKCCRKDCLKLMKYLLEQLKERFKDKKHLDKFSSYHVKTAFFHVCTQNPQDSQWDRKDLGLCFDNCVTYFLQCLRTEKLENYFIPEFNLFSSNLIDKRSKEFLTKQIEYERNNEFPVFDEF
Starred values were filed as active, the others as inactive; / = not tested or not shown. Rule as the data show it, unless noted: active = inhibition above about 40%; inactive = the rest.

SMILES	mcGAS inh	NPYLR7 ag	hcGAS lum
CC(C)CCN1CCNC(=O)C1CC(=O)NCC(C)(C)N1CCOCC1 (stereo unspecified)	/	0	-5
CCC(C)N(CC(=O)N1CCc2sccc2C1c1ccc(OC)cc1)C(=O)c1ccc(C(F)(F)F)cc1 (stereo unspecified)	-7	/	-8
COCCN(CC(=O)N(Cc1ccc(F)cc1)Cc1ccco1)C(=O)c1ccc([N+](=O)[O-])cc1	-4	-5	-1
CCCn1cc(C(=O)NC(C)c2cn3ccsc3n2)c(C)n1 (stereo unspecified)	0	/	-4
CC(=O)NC(c1ccccc1)c1nc(-c2ccccc2C)cs1 (stereo unspecified)	/	-4	4
NS(=O)(=O)c1ccc(NC2CCCCC2)nc1	/	2	-7
CCOC(=O)CCC(=O)N(CC(=O)c1c(C)c(C(=O)OC)n(CC)c1C)C1CCCCC1	0	-14	1
Cc1ccc(Cn2c(N3CCNCC3)nc3c2c(=O)[nH]c(=O)n3C)cc1	/	4	-7
CC(Oc1ccc(C(N)=O)cc1)C(=O)c1ccc(Br)cc1 (stereo unspecified)	/	11	-7
CCCCCC12CCC(O)(CC1)CC2O (stereo unspecified)	/	6	-7
O=C1Cc2cc3ccccc3cc2C2(CCN(C(=O)c3cccc4cccc(C(=O)O)c34)CC2)N1	-3	1	0
CNC(=O)CSc1nc(-c2ccccc2)c(NC(=O)c2cccc(C)c2)s1	-8	-3	-3
Cc1ccsc1CN(C)c1cc(N2CCOCC2)ncn1	-1	-7	2
CCS(=O)(=O)c1cccc(C(=O)N=c2sc3cc(F)cc(F)c3n2CC(=O)OC)c1	-5	-6	-1
CC1CCN(C(=O)C2=NN(C)C(=O)CC2)c2ccccc21 (stereo unspecified)	/	3	-17
CCN(Cc1ccc2c(c1)OCO2)C(=O)Nc1ccc(OC)nc1	/	-3	-1
CCN(CC)C(=O)[C@@H]1C[C@@H](NC(=O)c2cc[nH]c2C)CN1C1CCCCC1	0	/	0
CCOC(=O)c1nn(Cc2ccccn2)c2c1CN(C(=O)c1csc(SC)n1)CC2	-6	6	-11
CCSc1nc(CC(=O)N(C)Cc2ncc(C)[nH]2)cs1	-21	6	-3
O=C(Nc1cccc(CN2C(=O)CNC2=O)c1)c1cc(Cl)ccc1F	/	1	-8
CCSCCNC(=O)c1ccc(-c2cc(-c3ccc(Cl)cc3)[nH]n2)cc1	-3	2	0
CC(NC(=O)c1cc(-c2cccs2)nn1C)c1nnc2n1CCNCC2 (stereo unspecified)	-17	1	-7
CC(=O)N1CCC(NCc2ccc(N3CCCCC3)cc2)C(C)C1 (stereo unspecified)	-8	13	-16
O=C(NC(c1ccc(F)cc1)c1ccc2ccccc2n1)C1CCN(CCOc2ccc(F)cc2)CC1 (stereo unspecified)	-3	3	-3
O=C(Cn1cnc2sccc2c1=O)Nc1ccc(Br)cc1F	0	-6	7

Quoted at random: 6 records from the list, in no set order.
SMILES	mcGAS inh	NPYLR7 ag	hcGAS lum
O=C(Cn1cnc2sccc2c1=O)Nc1ccc(Br)cc1F	0	-6	7
Cc1ccsc1CN(C)c1cc(N2CCOCC2)ncn1	-1	-7	2
CCSc1nc(CC(=O)N(C)Cc2ncc(C)[nH]2)cs1	-21	6	-3
COCCN(CC(=O)N(Cc1ccc(F)cc1)Cc1ccco1)C(=O)c1ccc([N+](=O)[O-])cc1	-4	-5	-1
CCN(CC)C(=O)[C@@H]1C[C@@H](NC(=O)c2cc[nH]c2C)CN1C1CCCCC1	0	/	0
CCOC(=O)c1nn(Cc2ccccn2)c2c1CN(C(=O)c1csc(SC)n1)CC2	-6	6	-11

(list continues)
SMILES	mcGAS inh	NPYLR7 ag	hcGAS lum
CCOC(=O)c1c(C)[nH]c(C(=O)NC(C)c2cnn(-c3ccccc3C)c2C)c1C (stereo unspecified)	-10	4	-5
Cc1cnc(C(=O)OCC(=O)c2cc(C)n(-c3cc(C)on3)c2C)cn1	/	-3	-8
CC(=O)Nc1ccc(N=Nc2c(-c3ccccc3)[nH]n(-c3ccccc3)c2=O)cc1	-6	4	-9
CCN(CC)S(=O)(=O)c1ccc(OC)c(N2CCN(C(=O)C(OC(C)=O)c3ccccc3)CC2)c1 (stereo unspecified)	-6	6	-8
CCCOc1ccc(C2C3=C(CC(C)(C)CC3=O)N=C(C)C2C#N)cc1 (stereo unspecified)	/	-21	-9
OC[C@H]1CCN(Cc2ccc3[nH]ccc3c2)C[C@H]1O	/	5	-5
CCc1ccc(-c2cc(C(=O)N=Nc3c(O)[nH]c4ccccc34)[nH]n2)cc1	/	3	-3
Fc1ccc(/C=C/c2nnc(-c3ccccc3Cl)o2)cc1	/	5	-1
O=C(Nc1cccc(C(F)(F)F)c1)N(Cc1cccn1Cc1ccccc1Cl)C1CCCCC1	-4	6	-5
O=C(NC1CC(=O)N(Cc2cccc3ccccc23)C1)c1ccoc1 (stereo unspecified)	/	20	-12
COc1ccc2c(c1)CN(C(=O)CCc1nc3ccccc3c(=O)[nH]1)CC2	/	3	-5
Cn1c(C2CCN(S(C)(=O)=O)CC2)nn(Cc2ccccc2Cl)c1=O	-8	-1	-10
Cc1ccc(NC(=O)c2sc(=O)n(Cc3ccccc3F)c2C)cc1	/	-9	1
Cc1cc(NC(=O)C(OC(=O)c2ccccc2F)c2ccccc2)no1 (stereo unspecified)	-9	4	-1
O=C(NNC(=O)c1ccco1)c1cccc(Oc2ccccc2)c1	-8	2	-6
CC(C)CC(NC(=O)c1n[nH]c2c1CN(C)CC2)c1ncnn1C (stereo unspecified)	-12	6	-10
CCOC(=O)c1c(CN2CCOCC2)n(C)c2ccc(O)cc12	-6	-2	-5
CC1Cc2c(NC(=O)C3c4ccccc4Oc4ccccc43)nn(C)c2NC1=O (stereo unspecified)	-10	-17	-7
O=C(c1ccco1)N1CCN(C2CCCC2)CC1	/	3	1
CN(CCc1ccccn1)c1nc(-c2cccc(Br)c2)nc2ccccc12	-6	-2	-8
NCCNS(=O)(=O)c1cccc2c(Cl)cccc12	-3	1	7
Cc1nc(C2CC2)ncc1C(=O)N1C[C@H]2CC[C@H]1C2	/	21	-7
COc1ccc(CNC(=O)Cn2nc3c(c2NC(=O)C2CC2)CSC3)cc1	-3	-5	-4
C[C@H](c1ccc(F)cc1)n1c(C2CCC2)n[nH]c1=O	-17	-1	-3
COCC(=O)Nc1cccc(-c2csc3nc(C)c(C)c(=O)n23)c1	/	15	-8
Next part:
SMILES	mcGAS inh	NPYLR7 ag	hcGAS lum
COc1cccc(OCc2nc(C(=O)N3CCCCCCC3)co2)c1	/	7	-2
CCCCOc1ccc(-c2nc(C=Nc3ccc(C)cc3Br)c(O)o2)cc1	/	-2	-3
COC(=O)c1sccc1NS(=O)(=O)c1cc(Cl)cc(Cl)c1	/	-8	-8
CCOC(=O)c1ccc2c(c1)nc(SCC(=O)NCc1cccs1)n2Cc1ccccn1	-4	17	-5
CCOc1ccc(C(=O)Nc2cccc(-c3nc4cc(Cl)ccc4o3)c2)cc1[N+](=O)[O-]	-5	8	-2
O=C(COc1nnc2ccccn12)Nc1cc(F)cc(F)c1	-2	0	2
C=CCN1C(=O)NC(c2cccc(Cl)c2)C2=C1CN(CC(=O)O)C2=O (stereo unspecified)	/	-12	2
COc1cccc(CN(CC(=O)N(CCc2c[nH]c3ccccc23)Cc2ccc(Cl)c(Cl)c2)C(C)C)c1	-9	/	-3
COc1ccc(CCOc2nc(-c3ccco3)n(-c3cccc(NC(=O)c4cccc(OC)c4)c3)n2)cc1	1	2	14
COc1cn(CC(=O)Nc2ccc(C)cc2C)c(CN2CCN(C(C)=O)CC2)cc1=O	-8	1	-4
Cc1noc(C)c1Cn1cnc(-c2ccccc2)c1-c1ccc(CO)o1	-16	7	-4
COc1ccccc1CN1CC(O)CN(C(=O)c2cccc(C(F)(F)F)c2)CC1=O (stereo unspecified)	-7	24	-2
NC(=O)CCC1CCCN(c2ccnc3ccc(Cl)cc23)C1 (stereo unspecified)	/	-13	-7
CCCCc1ccc(NC(=O)Cn2nc(C3CCN(S(C)(=O)=O)CC3)n(C)c2=O)cc1	-2	2	-2
CC(C)(C(=O)N1CCC(NC(=O)C2CCCCC2)CC1)c1ccccc1	-11	-7	-7
COc1ccccc1NC(=O)N1CCC(CCc2ccc(-c3ccccc3)cc2)CC1	-8	15	-8
CCN1CCc2c(sc3nc(Cc4ccccc4)nc(N4CCN(C(=O)c5cccc(Cl)c5)CC4)c23)C1	-4	-2	-8
CCOc1ccccc1CN1CCNC(=O)C1CC(=O)N1CCCCO1 (stereo unspecified)	/	-2	1
CCCCNC(=O)N1CCN(c2cc(Cl)nc(SCC(=O)NCc3ccco3)n2)CC1C (stereo unspecified)	1	-7	-1
COC(=O)CC1c2cccnc2C(=O)N1c1ccccc1 (stereo unspecified)	-7	1	0
CC1(C(=O)NS(=O)(=O)c2ccccc2Cl)CCN1C(=O)C1(c2ccccc2)CCCC1 (stereo unspecified)	/	-2	-6
O=C(c1cc2n(n1)CCN(Cc1ccccc1Cl)C2=O)N1CCN(c2ccccc2F)CC1	-6	9	1
CCCCc1nc(N2CCN(C(=O)Cc3ccc(F)cc3)CC2)c2c(-c3ccc4ccccc4c3)noc2n1	-4	11	-1
CC(N)=C(C#N)C(=O)Cn1nc(C)c([N+](=O)[O-])c1C	-2	-3	22
CS(=O)(=O)NC1CCCN(C(=O)NCC2(c3ccccc3)CC2)C1 (stereo unspecified)	-9	9	-5

Results in hcGAS lum and mcGAS inh, for some of the entries so far:
Structure	hcGAS lum	mcGAS inh
O=C(COc1nnc2ccccn12)Nc1cc(F)cc(F)c1	2	-2
C=CCN1C(=O)NC(c2cccc(Cl)c2)C2=C1CN(CC(=O)O)C2=O (stereo unspecified)	2	/
COc1cccc(CN(CC(=O)N(CCc2c[nH]c3ccccc23)Cc2ccc(Cl)c(Cl)c2)C(C)C)c1	-3	-9
COc1ccc(CCOc2nc(-c3ccco3)n(-c3cccc(NC(=O)c4cccc(OC)c4)c3)n2)cc1	14	1

Record cards, as listed above:
O=C(COc1nnc2ccccn12)Nc1cc(F)cc(F)c1 as listed: mcGAS inh: -2; NPYLR7 ag: 0; hcGAS lum: 2
NC(=O)CCC1CCCN(c2ccnc3ccc(Cl)cc23)C1 (stereo unspecified) as listed: mcGAS inh: /; NPYLR7 ag: -13; hcGAS lum: -7
CC(C)(C(=O)N1CCC(NC(=O)C2CCCCC2)CC1)c1ccccc1 as listed: mcGAS inh: -11; NPYLR7 ag: -7; hcGAS lum: -7

The list goes on:
SMILES	mcGAS inh	NPYLR7 ag	hcGAS lum
COc1cccc(CNC(=O)Cc2csc(SCc3ccc(Cl)cc3)n2)c1	-8	/	-5
Cc1cc(CSCc2csc(CS(C)(=O)=O)n2)no1	/	10	-11
COCCCN(CC(=O)N(CCc1c[nH]c2ccccc12)Cc1ccc(F)cc1)C(=O)c1ccc2c(c1)OCO2	-4	10	-1
Cc1cccnc1NC(=O)c1ccc(=O)n(Cc2ccc(F)cc2)c1	/	13	-18
O=C(/C=C/c1ccc2nccnc2c1)c1ccc[nH]1	10	-5	-8
COCC1(C(=O)N(Cc2c(C)nn(C)c2C)C(C)C)CCC1	-17	-1	-7
S=c1nc(-c2cccs2)[nH]c2ccccc12	/	27	5
Cc1nc(N2CCC(C(N)=O)CC2)nc2c1C(=O)CC(c1ccco1)C2 (stereo unspecified)	/	7	-11
COCCNC(=O)[C@@]1(OCc2ccccc2C)CC(OCc2ccc(C)cc2)[C@H](O)[C@H](O)C1 (stereo partly specified)	-4	16	0
Cc1nnc(NC(=O)c2ccc(Cl)cc2Cl)s1	-1	3	-2
Cc1cc(C)nc(SCc2c(C(=O)N3CCc4ccccc4C3)nnn2-c2ccccc2)n1	-12	-2	-6
O=C(O)c1ccc2c(c1)CCN2C(=O)c1cccc(F)c1	/	0	-16
COc1ccc(Cl)cc1NC(=O)CCC1CCCN(C2Cc3ccccc3C2)C1 (stereo unspecified)	-9	0	-6
Cn1c(C2CCCN(S(C)(=O)=O)C2)nn(CC(=O)N2CCOCC2)c1=O (stereo unspecified)	-2	0	1
O=C1C2C3C=CC(C4CC34)C2C(=O)N1c1cccc([N+](=O)[O-])c1 (stereo unspecified)	-4	17	-4
CCOC(=O)CN(C(=O)C(C)c1c(C)noc1C)C1CCCCC1 (stereo unspecified)	3	7	5
Fc1ccc(N2CCCN(Cc3ccc4nonc4c3)CC2)cc1	-18	3	-9
CCc1ccccc1Nc1nc(N)nc(CN2CCCCCCC2)n1	-6	0	-1
Cc1ccc(-n2nc(C(=O)N3CCOCC3)c(=O)n(C(C)c3ccccc3)c2=O)cc1F (stereo unspecified)	-4	-5	-5
CC(Sc1nnc(N)s1)C(=O)NC(C)C1CC2CCC1C2 (stereo unspecified)	/	2	-5
Cn1nc(-c2ccccc2)c(-c2ccccc2)c(C(=O)N2CCCC2)c1=O	-8	-3	-6
CC1=CC(=O)N(c2cc(C)ccc2C)C1c1ccc(Cl)cc1 (stereo unspecified)	/	1	-2
CCOC(=O)N1CCN(CC(=O)N2N=C(c3cccc(OC)c3)CC2c2ccccc2Cl)CC1 (stereo unspecified)	-5	17	-6
COc1cc(NC(=O)NCC(c2ccc(N(C)C)cc2)N2CCc3ccccc32)cc(OC)c1OC (stereo unspecified)	/	-2	-8
N#CCSCC(=O)NCc1cccc(NC(=O)c2cccc(F)c2)c1	/	4	-7
O=C(CCS(=O)(=O)c1ccccc1F)Nc1ccc(I)cc1	/	3	7
O=S(=O)(/C=C/c1ccc(Cl)cc1)N(Cc1ccccn1)C1CC1	-8	1	-8
C=c1cc(C)n(CC(=O)Nc2cc(OC)ccc2OC)c(=O)c1=C1N=C(c2ccccc2)NO1	-8	-3	-3
Cc1ccc(-n2nc(C(=O)NCCc3ccccn3)c(=O)n(Cc3ccccc3Cl)c2=O)cc1Cl	-6	17	-6
COc1ccc(C(=O)CSc2nccn(-c3cccc4ccccc34)c2=O)cc1OC	-4	-16	-2

Screens deposited in PubChem BioAssay by Fisher Drug Discovery Resource Center.

Rows are unselected. About 0.29% of those tested had a hit in this group.
